aDG glyco up: increases alpha dystroglycan glycosylation | 0.22% of 360,000 active | AID 624168 | Pro5-aDG cells, alpha-DG glycosylation AlphaScreen (IIH6); 0% Pro5, 100% B10-LARGE cell signal | activation, % at 10 µM;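 active = activation of at least 8% versus controls, or a plate z-score of at least 8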;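 also: Pro5 are CHO cells carrying HIG-tagged alpha-DG that lacks glycosylation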
Vif inh: inhibitors of HIV Vif; 0.35% of 340,000 active; HEK293T cells, Vif self-association by quenched fluorescence, imaging, 24 h; AID 602346; inhibition, % at 7.49 µM; in the data active = inhibition above about 50%, passing the limit was not always enough; inconclusive = no clear call, values can overlap the other calls; inactive = below about 31%; also: some results filed as inactive read as strong as hits
ABCB6 inh 2: blocks the human ABCB6 transporter | fluorescence ratio to DMSO, % at 10 µM | 0.19% of 360,000 active | AID 602162 | K562-ABCB6 porphyrin accumulation, flow cytometry, 1 h; hits give low values;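 active = fluorescence ratio to DMSO below 75%, the collection mean minus 3 SD; inconclusive = too few cells collected in the well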;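 also: signal is porphyrin accumulated inside mitochondria; 100% equals median channel fluorescence of DMSO control wells; lower ratio means ABCB6 inhibition with less porphyrin fluorescence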
Exocytosis inh: blocks lytic granule exocytosis; 0.66% of 360,000 active; inhibition, % at 10 µM; TALL-104 LAMP-1 surface exposure, flow cytometry; cells stimulated with thapsigargin and PMA; AID 651702;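 active = inhibition above about 55%, limit read from the data; inconclusive = no clear call, values can overlap the other calls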
ABHD5 PLIN5 PPI: inhibitors of human ABHD5-perilipin-5 interaction; AID 602281; inhibition, % at 4 µM; Split G. princeps luciferase complementation, luminescence, 4 h; 0.78% of 360,000 active;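 active = inhibition above the mean inhibition across every tested compound plus 3 SD, cut at about 22% in these data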;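 also: 0% = DMSO only wells and the 100% control is not disclosed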
TLR9-MyD88 block: inhibitors of human TLR9-MyD88 binding; 0.21% of 340,000 active; AID 504734; inhibition, % at 4.98 µM; CHO BLA complementation TLR9-MyD88, CCF4 FRET ratio; Q9NR96+Q99836;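 active = inhibition above the mean over all tested compounds plus 3 SD, cut at about 21% in these data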;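 also: 0% = DMSO only wells and 100% = clavulanate BLA inhibitor control wells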
Target sequence (Q99836 whole entry, looked up): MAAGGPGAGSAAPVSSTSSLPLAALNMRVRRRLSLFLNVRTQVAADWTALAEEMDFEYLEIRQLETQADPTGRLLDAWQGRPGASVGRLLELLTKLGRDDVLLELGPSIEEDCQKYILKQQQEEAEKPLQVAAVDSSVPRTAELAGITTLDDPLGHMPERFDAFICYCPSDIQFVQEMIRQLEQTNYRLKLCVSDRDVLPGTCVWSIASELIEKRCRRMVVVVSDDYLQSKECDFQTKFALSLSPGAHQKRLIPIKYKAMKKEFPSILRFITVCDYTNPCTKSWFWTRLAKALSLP
Target sequence (Q9NR96 whole entry, looked up): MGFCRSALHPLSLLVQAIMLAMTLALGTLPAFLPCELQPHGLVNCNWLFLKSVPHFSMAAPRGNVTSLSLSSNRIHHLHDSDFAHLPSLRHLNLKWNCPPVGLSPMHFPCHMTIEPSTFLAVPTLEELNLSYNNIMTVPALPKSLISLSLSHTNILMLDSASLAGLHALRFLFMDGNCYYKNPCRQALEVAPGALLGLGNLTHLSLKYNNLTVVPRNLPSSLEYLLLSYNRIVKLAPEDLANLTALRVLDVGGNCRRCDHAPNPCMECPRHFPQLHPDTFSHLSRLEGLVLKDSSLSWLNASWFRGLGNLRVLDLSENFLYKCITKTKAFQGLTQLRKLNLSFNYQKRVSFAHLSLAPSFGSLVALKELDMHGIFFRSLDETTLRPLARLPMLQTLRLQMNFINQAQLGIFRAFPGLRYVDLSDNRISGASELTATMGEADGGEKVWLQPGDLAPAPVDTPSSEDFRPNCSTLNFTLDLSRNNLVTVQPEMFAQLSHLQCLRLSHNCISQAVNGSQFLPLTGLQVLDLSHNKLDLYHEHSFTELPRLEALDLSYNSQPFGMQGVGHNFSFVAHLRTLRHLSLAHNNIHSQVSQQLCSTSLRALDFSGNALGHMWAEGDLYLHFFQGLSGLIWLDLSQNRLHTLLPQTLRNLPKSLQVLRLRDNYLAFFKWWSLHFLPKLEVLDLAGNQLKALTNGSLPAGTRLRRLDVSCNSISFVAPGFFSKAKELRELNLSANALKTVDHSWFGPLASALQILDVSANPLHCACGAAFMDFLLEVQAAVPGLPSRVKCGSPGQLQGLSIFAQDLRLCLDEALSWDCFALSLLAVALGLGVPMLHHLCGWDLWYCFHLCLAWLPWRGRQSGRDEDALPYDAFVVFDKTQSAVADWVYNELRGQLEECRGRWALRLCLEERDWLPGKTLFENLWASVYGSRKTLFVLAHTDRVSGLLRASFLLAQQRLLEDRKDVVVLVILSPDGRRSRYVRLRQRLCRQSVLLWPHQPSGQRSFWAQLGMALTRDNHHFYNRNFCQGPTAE
NOD2-RIPK2 inh: NOD2-RIPK2 protein interaction inhibition | CHO BLA complementation NOD2-RIPK2, CCF4 ratio | inhibition, % at 4.98 µM | 0.38% of 360,000 active | AID 624267; in the data active = inhibition above about 21%;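 also: 0% = vehicle only and 100% = reference blocker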
MC4R antag cAMP: human MC4R antagonism in cAMP assay | inhibition, % at 6.5 µM | MC4R-expressing cells, MTII-stimulated cAMP, LANCE TR-FRET | 0.48% of 360,000 active;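 active = inhibition above its plate's cutoff, the mean of tested wells on that plate plus 3 SD, cut at about 29% in these data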;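 also: 0% = Melanotan II alone and 100% = Melanotan II plus saturating MCL0020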
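Material – human MC4R-expressing U2OS cells · Repeats – no replicates · Detection – TR-FRET with Eu-cAMP and labeled anti-cAMP, 671 nm · Times – compound 30 min, challenge 1 h, detection 1 h · Compound – single nominal compound dose of 6.5 µM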
Glyco luc inh: blocks N-linked glycosylation in D54 reporter cells. D54 ERlucT glycosylation luciferase reporter, 24 h; percent of 100 nM tunicamycin response. reporter increase, % at 12.5 µM. 0.23% of 360,000 active;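 active = mean luciferase reporter signal, scaled so untreated is 0 and the glycosylation-blocking control 100, at or above a set limit in every replicate; inconclusive = mean reaches the limit but not every replicate does; inactive = mean below the limit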;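 also: luciferase carries N-glycosylation sites so blocking glycosylation raises the light; 0% = median of neutral control wells and 100% = median of 100 nM tunicamycin wells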
MC4R ag barr: agonists of human melanocortin 4 receptor (MC4R) beta-arrestin. activation, % at 8.9 µM. U2OS MC4R beta-arrestin complementation, luminescence; percent of melanotan II response, DMSO zero. 0.98% of 360,000 active;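 active = activation above a per-plate cutoff, the mean activation of sample wells on that plate plus 3 SD, cut at about 8% in these data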
An asterisk follows results filed as active; ? = inconclusive; nt = not tested or not shown. This is a subset; count on the stated rates, not on these rows.

no.	aDG glyco up	Vif inh	ABCB6 inh 2	Exocytosis inh	ABHD5 PLIN5 PPI	TLR9-MyD88 block	NOD2-RIPK2 inh	MC4R antag cAMP	Glyco luc inh	MC4R ag barr	smiles
1	1.1	6	100	0	9	-11	0	-2	2	2.6	Cc1ccc(Cl)cc1NC(=S)N(CCCN1CCN(C)CC1)Cc1cccs1
2	-0.2	-4	106	3	20	-2	0	-5	-1	-0.1	CCCOC(=O)/C(=C\C=C\c1ccco1)NC(=O)c1ccccc1
3	0.1	-2	92	-2	-3	4	-14	-3	3	-3.3	CC(NC(=O)c1ccc2c(c1)OCO2)c1ccccc1 (configuration not stated)
4	0.0	-10	89	18	2	-12	-11	-5	1	-1.2	CCc1nc(SCc2ccc(OC)c(Br)c2)n[nH]1
5	-0.1	-14	100	2	-4	nt	3	-2	6	0.3	COc1ccccc1-c1cnc(C(O)c2ccc(F)cc2C)[nH]1 (configuration not stated)
6	0.5	-13	103	2	7	11	-4	12	-6	-2.2	FC(F)(F)COc1cc(-c2nnc(SCc3ccccc3)n2Cc2ccco2)cc(OCC(F)(F)F)n1
7	0.0	-5	100	-4	-2	-1	-8	0	1	-1.7	CC(=O)c1cccc(Nc2c([N+](=O)[O-])c(=O)oc3ccccc23)c1
8	-0.2	0	95	-3	0	nt	-16	-4	-8	1.1	CC1(C)CCc2cc(-c3ccn(S(=O)(=O)c4ccccc4Cl)n3)ccc2O1
9	-0.1	1	136	-1	-8	5	-9	8	3	-1.8	O=C(CCC(=O)OCc1cccc([N+](=O)[O-])c1)Nc1ccccc1Cl
10	-0.1	4	103	-5	-2	-8	4	4	0	-1.7	CCN(CC)C(=N)N1c2ccccc2CCC1C (configuration not stated)
11	1.1	-6	102	-5	2	-33	-3	13	-5	-3.9	COc1cccc(C(C(=O)NC2CCCCC2)N(C(=O)Cc2cccs2)c2ccc(-n3cnnn3)c(OC)c2)c1 (configuration not stated)
12	1.0	-10	101	-6	-16	nt	3	12	-3	2.0	Cc1cc(Cl)ccc1C(O)c1ncc(-c2ccc(C(F)(F)F)cc2)[nH]1 (configuration not stated)
13	-0.6	-8	100	0	-2	-1	1	-3	-1	0.1	COc1ccc(/C(N)=N/OC(=O)CN(C)S(=O)(=O)c2ccc(C)cc2)cc1
14	-0.1	3	104	-1	-2	-11	5	7	-3	1.1	COc1ccc(NC(=S)N(CCCN2CCOCC2)Cc2cn(C)c3ccccc23)cc1
15	-0.1	23	98	36	7	-7	6	-1	0	1.5	Nc1cc(C(=O)OCC(=O)NCCCc2ccccc2)ccc1Cl
16	0.0	-8	97	-3	0	-2	-9	2	1	-1.7	Nc1nc(SCC(=O)N2N=C(c3ccc(Cl)cc3)CC2c2ccco2)n[nH]1 (configuration not stated)
17	0.2	nt	86	-4	4	9	-6	1	-3	1.4	Cc1ccc(S(=O)(=O)N2CCC(C(=O)Nc3nnc(C4CCCC4)s3)CC2)cc1
18	0.0	3	100	-8	6	-2	3	-2	1	0.3	O=C(Nc1cccc(Cl)c1)c1nc[nH]c1C(=O)N1CCN(c2ccccc2)CC1
19	0.3	-12	104	23	1	-1	3	-5	1	-2.1	CCc1nnc(NC(=O)CSc2nc3[nH]ncc3c(=O)[nH]2)s1
20	0.0	-13	96	-2	0	-4	-8	2	3	0.9	CCOc1ccc(N2CC(C(=O)Nc3cc(C)on3)CC2=O)cc1 (configuration not stated)
21	0.0	8	98	-11	6	0	6	7	3	-0.2	FC(F)(F)Oc1ccccc1-c1nnc(-c2cccc(C(F)(F)F)c2)o1
22	-0.1	-1	94	9	0	4	8	4	8	1.6	Cc1cc(C)cc(Nc2cc(C)nc3ncnn23)c1
23	-0.2	2	99	-8	-8	-6	-9	-6	-4	-2.8	COc1ccc(C(=O)NCCC2=CCCCC2)cc1S(=O)(=O)N1CCOCC1
24	-0.2	-8	100	-2	-5	-13	-2	17	0	1.6	CC(C)(CO)NCC(=O)Nc1cc(C(F)(F)F)cc(NC(=O)CNC(C)(C)CO)c1Cl
25	0.0	27	93	3	1	2	-9	-7	0	0.0	CCc1ccccc1NC(=O)CN1CCN(C(=O)CNC(=O)c2ccc(N3CCCC3=O)cc2)CC1
26	-0.2	3	97	0	1	-4	-1	8	6	1.4	COc1ccc(N2CCN(C(=O)c3ccc(CS(=O)c4cccc(C)c4)o3)CC2)cc1 (configuration not stated)
27	-0.2	6	97	-2	-7	2	-13	5	10	-0.9	COc1ccc2[nH]c(C(=O)O)c(NS(=O)(=O)c3ccc(OC)c(OC)c3)c2c1
28	-0.4	12	92	1	-3	5	-6	0	0	-1.7	Cc1cccc2nc(CSc3ncccc3C(=O)O)cn12
29	0.1	-1	101	0	-2	-3	-2	6	0	0.9	O=c1nc(NCc2ccco2)sc2ncccc12
30	0.5	-4	81	-2	-4	-1	9	3	-2	-2.5	CC(C)Oc1cccc(C(=O)NC(=S)N2CCN(c3ccc(C(F)(F)F)cc3[N+](=O)[O-])CC2)c1
31	0.2	4	96	-1	-2	3	-12	2	8	-0.2	COCCOC(=O)c1c(C)oc2ccc(O)c(CN3CCC(C)CC3)c12 (tested in a mixture with another compound)
32	0.0	-13	101	-5	10	3	-51	-5	1	1.0	O=C(Nc1ccc(N2CCOCC2)cc1)C1CCN(S(=O)(=O)c2cccc(C(F)(F)F)c2)CC1
33	-0.3	4	91	-2	16	2	2	11	2	-0.2	Cc1ccc(C(=O)NCCN2C3=NC[C@H](Cc4ccc(O)cc4)N3C[C@H]2Cc2ccc(O)cc2)cc1Br
34	-0.1	4	102	-2	4	-2	-2	2	-1	0.2	O=C(NCCCCNC(=O)c1ccco1)c1ccco1
35	-0.2	-7	101	-1	4	-5	-5	23	-2	-1.0	O=C(Nc1cccc(S(=O)(=O)N2CCOCC2)c1)[C@@H]1CCCN1S(=O)(=O)c1ccc(Cl)cc1
36	0.7	4	103	-4	-5	6	1	1	-3	-0.7	COc1ccc(S(=O)(=O)N2CCN(CC(=O)Nc3ccccc3Cl)CC2)cc1

Record cards, as listed above.
Profile of O=c1nc(NCc2ccco2)sc2ncccc12 = aDG glyco up: 0.1; Vif inh: -1; ABCB6 inh 2: 101; Exocytosis inh: 0; ABHD5 PLIN5 PPI: -2; TLR9-MyD88 block: -3; NOD2-RIPK2 inh: -2; MC4R antag cAMP: 6; Glyco luc inh: 0; MC4R ag barr: 0.9
Profile of COc1ccc2[nH]c(C(=O)O)c(NS(=O)(=O)c3ccc(OC)c(OC)c3)c2c1 = aDG glyco up: -0.2; Vif inh: 6; ABCB6 inh 2: 97; Exocytosis inh: -2; ABHD5 PLIN5 PPI: -7; TLR9-MyD88 block: 2; NOD2-RIPK2 inh: -13; MC4R antag cAMP: 5; Glyco luc inh: 10; MC4R ag barr: -0.9
Profile of COc1ccc(S(=O)(=O)N2CCN(CC(=O)Nc3ccccc3Cl)CC2)cc1 = aDG glyco up: 0.7; Vif inh: 4; ABCB6 inh 2: 103; Exocytosis inh: -4; ABHD5 PLIN5 PPI: -5; TLR9-MyD88 block: 6; NOD2-RIPK2 inh: 1; MC4R antag cAMP: 1; Glyco luc inh: -3; MC4R ag barr: -0.7

Further compounds.
no.	aDG glyco up	Vif inh	ABCB6 inh 2	Exocytosis inh	ABHD5 PLIN5 PPI	TLR9-MyD88 block	NOD2-RIPK2 inh	MC4R antag cAMP	Glyco luc inh	MC4R ag barr	smiles
37	2.0	21	87	3	0	0	-7	-1	-8	-2.5	CCOc1ccc(-c2cc(C(=O)N3CCCC3)c3ccccc3n2)cc1
38	0.3	4	89	-1	3	9	2	3	2	0.1	CCCCc1nc(SCC(=O)Nc2ncccn2)n[nH]1
39	-0.1	0	94	-3	1	4	-14	-5	0	-0.7	Cc1ccc(NC(=O)CSc2nc(O)cc(=O)n2C)cc1
40	0.1	-3	99	-18	-6	-10	-6	6	-5	1.1	CCc1ccccc1OCC(=O)Nc1cc(S(=O)(=O)N(CC)CC)ccc1N1CCOCC1
41	0.1	nt	121	3	-2	nt	0	nt	nt	nt	CCCCc1c(-c2ccccc2OC)ncn1C1CCCC1
42	0.0	3	98	9	-3	5	3	2	2	-1.0	COc1ccc(C(CC(=O)N2CCCC(C)C2)c2c(O)cc(OC)cc2OC)cc1 (configuration not stated)
43	0.9	-12	91	-8	2	0	-2	12	1	-0.4	Cc1ccccc1-c1nnc(SCCOc2ccc3c(C)cc(=O)oc3c2)o1
44	-0.1	0	94	0	0	-9	-3	11	0	-2.7	CC(Sc1n[nH]c(N)n1)C(=O)Nc1ccccc1-c1ccccc1 (configuration not stated)
45	-0.1	-7	105	18	-3	14	24*	-16	?	-2.9	CCOC(=O)N1CCC(NC(=O)c2ccc3c(c2)N=C(C)c2c(C)ccc(C)c2S3)CC1
46	0.1	3	96	-1	0	6	1	7	-1	3.4	O=C(/C=C/c1ccccc1)NCCSCc1ccc(Cl)cc1
47	-0.1	4	93	3	3	nt	2	0	4	-0.9	O=C(Cn1cc(COc2ccc(Cl)c(Cl)c2)nn1)NS(=O)(=O)c1ccccc1OC(F)(F)F
48	-0.1	-2	95	-1	-2	0	-8	1	-9	-1.2	COc1cc(SC)ccc1C(=O)N1CCN(Cc2ccccc2)CC1
49	0.2	10	92	2	-4	2	-3	4	-1	-0.8	Nn1c(SCC(=O)N2CCCCCC2)nnc1-c1ccncc1
50	-0.1	3	97	3	3	-5	-6	2	2	-0.1	COc1cc(OC)c(OC)cc1CNc1nnnn1C
51	0.3	-2	93	31	-8	-4	-5	13	-3	3.7	CCNc1nc(SCC(=O)Nc2ccc(Cl)c(Cl)c2)nc(N2CCOCC2)n1
52	0.0	-5	101	2	1	4	-5	12	-2	0.6	Cc1ccc(CS(=O)Cc2ccc(C(=O)NC3CCCC(C)C3C)o2)cc1 (configuration not stated)

Bioassay records from PubChem.
